FBPA coupling cs – qHTS Assay for Inhibitors of Fructose-1,6-bisphosphate Aldolase from Giardia Lamblia: Coupling assay counterscreen; 0.67% of 290,000 active; activity change, negative = inhibition, % at 58.2 µM, hits read low; coupling enzyme system counterscreen, AmpLite Red fluorescence; in the data active = activity change below about -30%; note: % is set by controls: 0 for no effect and ±100 for the full control effect
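Activity here indicates interference with the coupling reaction, not aldolase inhibition. Compounds at 57.5 uM final met coupling enzymes for 10 min at RT; substrate and AmpLite Red detection followed, with a 525/598 nm fluorescence read after 20 min.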
Rab9 promoter act – qHTS Assay for Rab9 Promoter Activators; Huh7 Rab9 promoter-luciferase reporter, luminescence, 24 h; Potency, µM (top dose mostly 9.22 µM), inactives show top-dose activation, negative = inhibition, usual class: activators; 2.8% of 320,000 active; AID 485297, 2010; note: potency is the fitted concentration of half-maximal effect; % of control where 0% means no effect; nearly all actives have a fitted effect of over 60% in size
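Cell-based reporter: Huh7 stable for Rab9 promoter-driven luciferase, plated in reduced-serum medium with 10% FBS at 1500 cells/well, compound-treated 24 h at 37 °C, luminescence read after 10 min reagent.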
KCNH2 3.1 block – qHTS for Inhibitors of KCHN2 3.1: Mutant qHTS | Potassium voltage-gated channel subfamily H member 2, brain isoform KCNH2 3.1 (human) | U2OS KCNH2 3.1, thallium flux FluxOr; hits give low values | activity change, % (tested at about 1.8 µM) | 0.95% of 340,000 active | AID 720553, 2013;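 active = maximum activity change below -70%; inconclusive = maximum activity change from -70% to -50%; inactive = maximum activity change above -50%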;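 note: thallium influx rate constant from kinetic fluorescence after stimulation buffer; % is set by controls: 0 for no effect and ±100 for the full control effect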
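Normalized rate constant (relative to positive and negative DMSO controls) derived from a 2 min kinetic fluorescence read after stimulation; U2OS cells expressing the 3.1 isoform via virus at 1.77 x 10^8 /mL.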
ELG1 genotox – qHTS screen for small molecules that induce genotoxicity in human embryonic kidney (HEK293T) cells expressing luciferase-tagged ELG1; HEK293T ELG1-luciferase reporter, luminescence, 16 h; Potency, µM (highest dose often 46 µM), for inactives: top-dose activity change, positive = activation, most hits filed as activators; 1.3% of 330,000 active; note: potency is the fitted concentration of half-maximal effect; % of control where 0% means no effect; nearly all actives have a fitted effect of over 60% in size
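DMSO vehicle served as control against compound-treated ELG1-luciferase HEK293T cells; exposure lasted 16 hr at 37 °C and 5% CO2, followed by ONE-Glo luminescence detection after 30 min.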
VP16 counter – VP16 counterscreen qHTS for inhibitors of ROR gamma transcriptional activity | Drosophila S2 Gal4-VP16 UAS-luciferase, luminescence, 20 h | Potency, µM (highest dose often 53.6 µM), inactives show at the highest dose activity, negative = inhibition, usual class: inhibitors | 3.5% of 310,000 active;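 note: Gal4-VP16 expression switched on by copper sulfate through the metallothionein promoter; potency is the fitted concentration of half-maximal effect; % is set by controls: 0 for no effect and ±100 for the full control effect; nearly all actives have a fitted effect of over 50% in size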
NPC1 promoter act – qHTS Assay for NPC1 Promoter Activators; AID 485313, 2010; Potency, µM (doses to about 9.22 µM), inactives show at the highest dose activation, hits mostly activators; Huh7 NPC1 promoter luciferase reporter, 24 h; 2.4% of 320,000 active;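 note: potency is the fitted concentration of half-maximal effect; % of control where 0% means no effect; nearly all actives have a fitted effect of over 60% in size; reporter is driven by a mutant NPC1 promoter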
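Luminescence read-out of NPC1 promoter-driven luciferase in stably transfected Huh7 cells; compounds delivered in DMSO and left 24 h at 37C, 5% CO2, qHTS titration format.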
uPA generation – qHTS for Inhibitors of Cell Surface uPA Generation; 0.31% of 330,000 active; AID 540303, 2011; cell surface uPA generation assay, qHTS; Potency, µM (top dose mostly 38.3 µM), for the others: top-dose activity change, negative = inhibition, actives largely listed as inhibitors; active = well fitted inhibition curve with a large enough effect; inconclusive = small, poorly fitted or top-dose-only effect; inactive = no such curve, though single readings can be large or run the other way; tested in mouse RAW 264.7 cells; note: potency is the fitted concentration of half-maximal effect; % is set by controls: 0 for no effect and ±100 for the full control effect; nearly all actives have a fitted effect of over 55% in size
Tb PFK inh – qHTS Assay to Find Inhibitors of T. brucei phosphofructokinase; Potency, µM (highest dose often 57.5 µM), inactives show at the top dose activity, negative = inhibition, usual class: inhibitors; T. brucei PFK, ADP-Glo luminescence; 0.17% of 330,000 active;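 note: potency is the fitted concentration of half-maximal effect; 0% = uninhibited 1x PFK enzyme wells and -100% = no-enzyme wells; nearly all actives have a fitted effect of over 60% in size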
Target sequence (O15648 whole entry, looked up): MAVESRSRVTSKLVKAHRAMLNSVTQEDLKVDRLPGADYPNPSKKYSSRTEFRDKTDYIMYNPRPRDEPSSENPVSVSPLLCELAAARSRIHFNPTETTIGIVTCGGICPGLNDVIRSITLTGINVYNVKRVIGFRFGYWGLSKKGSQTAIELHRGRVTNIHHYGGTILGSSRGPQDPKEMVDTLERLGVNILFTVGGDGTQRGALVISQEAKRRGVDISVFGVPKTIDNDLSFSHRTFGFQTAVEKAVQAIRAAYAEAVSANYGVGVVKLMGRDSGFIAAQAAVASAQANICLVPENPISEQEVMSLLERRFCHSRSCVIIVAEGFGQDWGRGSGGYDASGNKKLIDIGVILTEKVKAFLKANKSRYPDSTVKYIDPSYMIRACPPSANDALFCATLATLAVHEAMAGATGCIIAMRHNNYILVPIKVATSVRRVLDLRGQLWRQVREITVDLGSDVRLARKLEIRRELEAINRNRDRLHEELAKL
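Activity is normalized to no-enzyme wells (full inhibition) and 1.25 nM enzyme wells (no inhibition). Reaction: 0.5 mM F6P, 0.1 mM ATP, 45 min RT, ADP-Glo luminescence; concentration-response curves fitted and classed by quality.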
Giardia kill – Small Molecules that selectively kill Giardia lamblia: qHTS; Giardia lamblia trophozoite viability; activity change, % at 7.66 µM, hits read low; 0.15% of 340,000 active; in the data active = activity change below about -80%; inconclusive = between about -30% and that limit;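 note: parasites exposed to compound for two days anaerobically before the ATP read; % is set by controls: 0 for no effect and ±100 for the full control effect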
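Trophozoites 100 cells/well + cpd; 48 hrs, 37 deg C, anaerobic. ATPLite 1-Step added, 15-30 min RT, luminescence read (ATP-based viability).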
FLuc counter – qHTS profiling assay for firefly luciferase inhibitor/activator using purifed enzyme and Km concentrations of substrates (counterscreen for miR-21 project). Potency, µM (top dose mostly 57.5 µM), for inactives: at the highest dose activity change, negative = inhibition, most hits filed as inhibitors. Luciferin 4-monooxygenase (Photinus pyralis), P08659. AID 588342, 2011. purified FLuc, Km substrates, luminescence inhibition. 6.9% of 360,000 active;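 note: potency is the fitted concentration of half-maximal effect; plate controls were vehicle for no effect and reference inhibitor for full effect; nearly all actives have a fitted effect of over 55% in size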
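Biochemical qHTS of compounds, final roughly 60 µM downward over six points, against 10 nM purified firefly luciferase using Km concentrations of substrates (10 uM D-luciferin, 10 uM ATP) in Tris acetate pH 7.5 buffer; luminescence output.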
RORg inh – qHTS for inhibitors of ROR gamma transcriptional activity; AID 2551, 2010; Nuclear receptor ROR-gamma (Mus musculus), P51450; Potency, µM (series often up to 53.6 µM), for inactives: top-dose activity change, negative = inhibition, most hits filed as inhibitors; Drosophila S2 Gal4-RORgamma UAS-luciferase reporter, 20 h; 5.4% of 310,000 active; note: potency is the fitted concentration of half-maximal effect; % is set by controls: 0 for no effect and ±100 for the full control effect; nearly all actives have a fitted effect of over 60% in size
Target sequence (P51450 whole entry, looked up, the tested form may be a part): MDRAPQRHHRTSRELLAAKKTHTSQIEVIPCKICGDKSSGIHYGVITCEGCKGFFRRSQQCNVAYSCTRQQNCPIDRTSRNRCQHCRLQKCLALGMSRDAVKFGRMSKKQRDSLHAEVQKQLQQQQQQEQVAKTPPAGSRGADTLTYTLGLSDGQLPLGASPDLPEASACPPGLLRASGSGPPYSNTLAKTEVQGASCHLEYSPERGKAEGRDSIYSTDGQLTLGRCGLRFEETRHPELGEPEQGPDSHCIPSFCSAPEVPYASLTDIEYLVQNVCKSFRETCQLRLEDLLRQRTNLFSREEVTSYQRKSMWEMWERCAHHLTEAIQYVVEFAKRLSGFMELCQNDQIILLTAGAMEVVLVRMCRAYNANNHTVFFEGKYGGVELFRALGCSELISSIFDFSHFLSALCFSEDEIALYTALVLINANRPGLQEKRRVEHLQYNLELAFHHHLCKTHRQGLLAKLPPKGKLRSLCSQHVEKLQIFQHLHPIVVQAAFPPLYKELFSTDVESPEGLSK
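Using a luciferase readout, inhibitors were identified by reduced reporter activity in Drosophila cells coexpressing a copper-inducible Gal4–ROR gamma fusion and UAS-driven Photinus luciferase, incubated 20 hr after 700 uM copper sulfate.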
The depositor's hits bear a star; & = joins results of further samples; [ ] = another dose, or the depositor's remark. Unless noted, calls come from the whole dose curve; as a rule, active = well fitted curve in the direction sought with a large enough effect; inconclusive = small, poorly fitted or top-dose-only effect, or another doubt; inactive = no such curve, though single readings can be large; an effect the other way counts as inactive or inconclusive. Rows are unselected. Share with any hit: about 14%.

Results for O=C(CNC(=O)c1ccco1)Nc1cccc(Cl)c1 ?
FBPA coupling cs: 2; Rab9 promoter act: 0%; KCNH2 3.1 block: 5; ELG1 genotox: 2%; VP16 counter: -12%; NPC1 promoter act: -6%; uPA generation: -16%; Tb PFK inh: 6%; Giardia kill: -19; FLuc counter: 8%; RORg inh: 20%

How did COc1ccc(S(=O)(=O)Nc2nc3ccccc3s2)cc1OC do in these assays?
FBPA coupling cs: 10; Rab9 promoter act: 16%; KCNH2 3.1 block: -2; ELG1 genotox: 5%; VP16 counter: 12%; NPC1 promoter act: 9%; uPA generation: -4%; Tb PFK inh: 6%; Giardia kill: 21; FLuc counter: -1%; RORg inh: inconclusive

How did COc1cccc(NC(=O)CN(C)C(=O)c2cn(-c3ccccc3)nc2-c2cccnc2)c1 do in these assays?
Rab9 promoter act: -3%; KCNH2 3.1 block: -9; ELG1 genotox: -8%; NPC1 promoter act: 1%; uPA generation: 9%; Tb PFK inh: -4%; Giardia kill: 10; FLuc counter: inconclusive

What do the screens show for `COC(=O)c1c(O)ccc(Oc2ccccc2)c1C(=O)OC`?
FBPA coupling cs: 0; Rab9 promoter act: -1%; KCNH2 3.1 block: 2; ELG1 genotox: -1%; VP16 counter: 2%; NPC1 promoter act: 1%; uPA generation: -4%; Tb PFK inh: -1%; Giardia kill: 11; FLuc counter: 1%; RORg inh: 20%

How did O=C1CC(N2CCN(CCc3ccccn3)CC2)C(=O)N1c1ccc(Cl)cc1 (centres undefined) do in these assays?
FBPA coupling cs: -3; Rab9 promoter act: 1%; KCNH2 3.1 block: -14; ELG1 genotox: -2%; VP16 counter: -2%; NPC1 promoter act: -2%; uPA generation: 3%; Tb PFK inh: 3%; Giardia kill: 10; FLuc counter: -1%; RORg inh: 11%

What do the screens show for `COC(=O)c1c(NC(=O)c2ccc(Br)s2)sc2c1CCC2`?
FBPA coupling cs: 6; Rab9 promoter act: 3%; KCNH2 3.1 block: 4; ELG1 genotox: -3%; VP16 counter: -2%; NPC1 promoter act: -1%; Tb PFK inh: 2%; Giardia kill: -7; FLuc counter: 1%; RORg inh: -3%

What do the screens show for `Cc1cccc(C)c1NC(=O)c1cn(-c2ccccc2)nc1-c1ccccc1`?
FBPA coupling cs: -2; Rab9 promoter act: -3%; KCNH2 3.1 block: -5; ELG1 genotox: 0%; VP16 counter: -8%; NPC1 promoter act: -9%; uPA generation: -2%; Tb PFK inh: 1%; Giardia kill: -13; FLuc counter: inconclusive; RORg inh: 5%

What do the screens show for `CCCn1c(=N)n(CC(=O)c2cccs2)c2ccccc21`?
FBPA coupling cs: 1; Rab9 promoter act: -5%; KCNH2 3.1 block: 1; ELG1 genotox: -6%; VP16 counter: 2%; NPC1 promoter act: 0%; uPA generation: -6%; Tb PFK inh: -6%; Giardia kill: -21; FLuc counter: -1%; RORg inh: 24%

What do the screens show for `CCCn1c(/C=N/Nc2nc3ccccc3[nH]2)nc2ccccc21`?
FBPA coupling cs: 6; Rab9 promoter act: -25%; KCNH2 3.1 block: -16; ELG1 genotox: inconclusive; VP16 counter: 3.2µM*; NPC1 promoter act: -2%; uPA generation: 1%; Tb PFK inh: 2%; Giardia kill: 8; FLuc counter: 13µM*; RORg inh: 2µM*

Results for Cc1ccc(N(CC(=O)NC2CCCC2)C(=O)CCCC(=O)Nc2ccccn2)cc1C ?
FBPA coupling cs: 0; Rab9 promoter act: -1%; KCNH2 3.1 block: -13; ELG1 genotox: -3%; VP16 counter: 1%; NPC1 promoter act: -4%; uPA generation: 7%; Tb PFK inh: 2%; Giardia kill: 8; FLuc counter: 0%; RORg inh: -12%

Results for O=C(c1ccccc1)N1CCN(C2C3CC4CC(C3)CC2C4)CC1 (centres undefined) ?
FBPA coupling cs: 2; Rab9 promoter act: 6%; KCNH2 3.1 block: 1; ELG1 genotox: -5%; VP16 counter: 3%; NPC1 promoter act: 2%; uPA generation: 2%; Tb PFK inh: -4%; Giardia kill: -12; FLuc counter: -3%; RORg inh: 0%

How did COc1cccc(C(=O)NNC2=C(C(=O)C(F)(F)F)CCC2)c1 do in these assays?
FBPA coupling cs: 2; Rab9 promoter act: 4%; KCNH2 3.1 block: -3; ELG1 genotox: 1%; VP16 counter: inconclusive; NPC1 promoter act: -3%; uPA generation: -3%; Tb PFK inh: 2%; Giardia kill: -9; FLuc counter: -19%; RORg inh: 5.6µM*

Results for COc1cccc(C(=O)Nc2nc3c(c(=O)[nH]2)CCCC3)c1 ?
FBPA coupling cs: 1; Rab9 promoter act: 22%; KCNH2 3.1 block: 12; ELG1 genotox: 5%; VP16 counter: 23%; NPC1 promoter act: 2%; uPA generation: 3%; Tb PFK inh: 1%; Giardia kill: 10; FLuc counter: inconclusive; RORg inh: inconclusive

What do the screens show for `CCCCN1c2ccccc2N(CCCO)c2cc(C)nnc21`?
FBPA coupling cs: 4; Rab9 promoter act: 3%; KCNH2 3.1 block: -5; ELG1 genotox: -2%; VP16 counter: 12%; NPC1 promoter act: 13%; uPA generation: -6%; Tb PFK inh: 4%; Giardia kill: 1; FLuc counter: 12µM*; RORg inh: inconclusive

Results for COc1ccc(OC)c(S(=O)(=O)N2CCCCC2C(=O)O)c1 (centres undefined) ?
FBPA coupling cs: 2; Rab9 promoter act: 11%; KCNH2 3.1 block: -9; ELG1 genotox: -1%; VP16 counter: -10%; NPC1 promoter act: -2%; uPA generation: 5%; Tb PFK inh: -1%; Giardia kill: -4; FLuc counter: 1%; RORg inh: -14%

Results for CNC(=S)N(Cc1ccc(OC)cc1)Cc1cc2ccc(C)cc2[nH]c1=O ?
FBPA coupling cs: 0; Rab9 promoter act: -4%; KCNH2 3.1 block: 15; ELG1 genotox: -6%; VP16 counter: -13%; NPC1 promoter act: 0%; uPA generation: -3%; Tb PFK inh: 5%; Giardia kill: -16; FLuc counter: -3%; RORg inh: 1%

How did COc1cccc(CC2(CO)CCN(Cc3cnc(N4CCOCC4)s3)CC2)c1 do in these assays?
FBPA coupling cs: -1; Rab9 promoter act: -4%; KCNH2 3.1 block: 4; ELG1 genotox: -7%; VP16 counter: -15%; NPC1 promoter act: -6%; uPA generation: 1%; Tb PFK inh: -1%; Giardia kill: 3; FLuc counter: -1%; RORg inh: -2%

Results for CC1=C(C(=O)OCc2ccccc2)C(c2ccco2)n2ncnc2N1 (centres undefined) ?
FBPA coupling cs: -7; Rab9 promoter act: -1%; KCNH2 3.1 block: 24; ELG1 genotox: -13%; VP16 counter: -5%; NPC1 promoter act: -1%; uPA generation: 0%; Tb PFK inh: -4%; Giardia kill: 13; FLuc counter: 0%; RORg inh: 1%

How did Cc1ccccc1S(=O)(=O)Cc1ccc(C(=O)NCCc2ccccc2)o1 do in these assays?
FBPA coupling cs: 4; Rab9 promoter act: 11%; KCNH2 3.1 block: 12; ELG1 genotox: 0%; VP16 counter: inconclusive; NPC1 promoter act: 16%; uPA generation: 0%; Tb PFK inh: 2%; Giardia kill: 1; FLuc counter: -15%&-4%; RORg inh: 18%

Results for CCOC(=O)c1c(C)c(C(=O)NCCCOC(C)C)c(C)n1C ?
FBPA coupling cs: 2; Rab9 promoter act: -6%; KCNH2 3.1 block: 2; ELG1 genotox: 1%; VP16 counter: 4%; NPC1 promoter act: -2%; Tb PFK inh: 1%; Giardia kill: -2; FLuc counter: 1%; RORg inh: -13%

How did S=c1[nH]nc(C2(c3ccccc3)CCCC2)o1 do in these assays?
FBPA coupling cs: 3; Rab9 promoter act: -2%; KCNH2 3.1 block: -7; ELG1 genotox: 0%; VP16 counter: -5%; NPC1 promoter act: -3%; uPA generation: 2%; Tb PFK inh: -14%; Giardia kill: -14; FLuc counter: -5%; RORg inh: 0%

What do the screens show for `O=C(COC(=O)c1ccc(Cl)c(S(=O)(=O)N2CCCC2)c1)NCc1cccs1`?
FBPA coupling cs: 5; Rab9 promoter act: -5%; KCNH2 3.1 block: 16; ELG1 genotox: 2%; VP16 counter: -2%[10 µM]; NPC1 promoter act: -3%; uPA generation: 4%; Tb PFK inh: -10%; Giardia kill: 3; FLuc counter: 2%; RORg inh: 6%

What do the screens show for `COc1ccc(-c2cn(Cc3ccc(C(N)=O)cc3)c(-c3ccncc3)n2)cc1`?
Rab9 promoter act: 2.5µM*; ELG1 genotox: inconclusive; NPC1 promoter act: 3.2µM*; uPA generation: inconclusive; Tb PFK inh: 0%; Giardia kill: -8; FLuc counter: 2.4µM*
